MT stabilize HCS: microtubule stabilizers in HeLa cells, primary screen, imaging, high-content imaging. HeLa tubulin immunostaining HCS, 24 h; share of cells brighter than vehicle mean+2SD. % tubulin-high responders, % at 10 µM. 200,000 compounds, 0.83% hits. AID 2205, 2009;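 active = plate Z-score above 3 for both tubulin-high and condensed-nucleus cell shares, with cell loss under 80%, at 10 µM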;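 note: anti alpha tubulin signal scored within the nucleus-defined area of each cell; some results filed as inactive read as strong as hits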
Dynein transport: inhibitors of GR-EGFP nuclear translocation, primary screen, dynein cargo transport inhibitor project, imaging, high-content, 3617.4 mouse cells; test concentration mostly 20 µM; stimulated with dexamethasone, 1 µM; active compounds read low; z-score, hits read low; 220,000 compounds, 0.47% hits; AID 1381, 2008;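 active = plate z-score of nuclear minus cytoplasmic receptor signal below a set negative limit, without overly bright fluorescence or cell loss, cut at about -3.5 in these data, passing the limit was not always enough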;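 note: z-score of nuclear minus cytoplasmic ring GR-EGFP intensity difference per well; some compounds called inactive have numbers as strong as hits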
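Buffer or medium: tet-free medium with charcoal-stripped serum / Also added: dexamethasone agonist, 1.0 µM final, for 30 min / Timing: induction 48 h, compound 1 h, agonist 30 min / Measured by: high-content fluorescence imaging after fixation / Read-out: nuclear-to-cytoplasmic GR-EGFP distribution per well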
M1AAP inhibition: P. falciparum M1AAP inhibitors, biochemical, fluorogenic H-Leu-NHMec substrate, 1536-well (AID 1445); inhibition, % at 30 µM, or IC50 in µM where a hit was titrated; recombinant M1AAP, H-Leu-NHMec fluorogenic kinetic assay; higher % means a stronger effect; 220,000 compounds, 0.42% hits; Aminopeptidase N (Plasmodium falciparum (isolate 3D7));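 active = primary inhibition above the hit cutoff, then over 50% inhibition at one or more dose response concentrations, cut at about 23% in these data, passing the limit was not always enough; inconclusive = conflicting primary data, or primary hits not chosen for dose response; inactive = low primary inhibition, or under 50% at every dose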;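 note: plate controls were DMSO full reaction for no effect and no enzyme background for full effect; strong numbers were not always called active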
Insulin prom up: insulin promoter activators in MIN6 cells, imaging, high-content screening, mouse beta cells. MIN6 insulin promoter-GFP reporter; active compounds read high. z-score at 5 µM. 190,000 compounds, 0.3% hits. AID 1625, 2009;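 active = z-score above 3 at 5 µM with at least 500 cells counted in the well; inconclusive = wells under 500 cells, flagged as cytotoxic or low count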
Autophagy HCS: autophagy modulators in MEF cells, primary screen, imaging, high-content, MEF GFP-LC3. MEF GFP-LC3 puncta imaging; test concentration mostly 10 µM. calls only at 10 µM (by protocol). 190,000 compounds, 0.98% hits. AID 463193, 2010;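 active = percentage of spot-positive cells more than 3 SD above its plate mean, without a fluorescence outlier flag or 80% toxicity; inconclusive = no clear call, values can overlap the other calls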;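 note: spot-positive cell cutoff set from DMSO-treated cells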
M17LAP inhibition: P. falciparum M17LAP inhibitors, primary screen, biochemical, fluorogenic H-Leu-NHMec substrate, 1536-well (AID 1619); one-dose inhibition, % at 30 µM; IC50 in µM for titrated hits; recombinant M17LAP, H-Leu-NHMec fluorogenic kinetic assay; higher % means a stronger effect; 220,000 compounds, 0.38% hits; Leucine aminopeptidase (Plasmodium falciparum (isolate 3D7));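 active = compound inhibiting the enzyme by more than half at any dose during confirmatory dose-response retesting; inconclusive = strong single-dose inhibitors picked by rank but not retested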;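 note: plate controls were full reaction with DMSO carrier for no effect and no enzyme background for full effect; strong numbers were not always called active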
ER stress rescue: rescue of cells from ER stress-induced death, primary screen, 384-well, CSM14.1, thapsigargin, ATP luminescence (AID 1222); cellular ATP content (survival), % at 20 µM; hits with a dose series show EC50 in µM; CSM14.1 thapsigargin-induced death rescue, ATP luminescence; higher % means a stronger effect; 190,000 tested, under 10 active;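 active = EC50 below 50 µM in the dose-response confirmation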;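 note: death triggered by thapsigargin at about 15 µM added after 2 h compound pretreatment; cell ATP read after overnight thapsigargin exposure of roughly 18 to 22 hours; normalized against plate controls of thapsigargin alone and 5% DMSO vehicle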
b-catenin transl: modulators of beta-catenin nuclear translocation, primary screen, imaging, HeLa cells, immunofluorescence, high-content; nuclear translocation activity, % at 5 µM; AID 1665, 2009; 190,000 compounds, 0.3% hits;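 active = nuclear translocation activity above 50% at 5 µM, with a well cell count of 50 or more; inconclusive = wells under 50 cells across six images, flagged as toxic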;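 note: per-cell ratio of nuclear to cytoplasmic median beta-catenin stain intensity; plate controls were DMSO negative control for no effect and GSK-3 inhibitor IX positive control for full effect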
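test system = HeLa cells, endogenous beta-catenin | dosing = single 5 µM dose plus 0.02–20 µM confirmation series | times = compound treatment 24 h, 37°C, 5% CO2 | technique = beta-catenin immunofluorescence imaging with DAPI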
UTI89 phage lysis: inhibition of K1F phage lysis, E. coli UTI89, bacterial capsule biogenesis inhibitors, alamar blue (AID 488966); E. coli UTI89 K1F phage lysis, alamar blue, 2 h; higher % means a stronger effect; 340,000 compounds, 0.02% hits; one-dose inhibition, % at 100 µM; IC50 in µM for titrated hits;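 active = phage lysis inhibition, versus mean bacterial control, above a set limit; inconclusive = no clear call, values can overlap the other calls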;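 note: capsule biogenesis inhibitors block K1F phage lysis so surviving cells raise fluorescence; higher fluorescence means more inhibition of phage lysis; actives were called in the ten point dose series up to 300 µM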
Dynein transport cytoplasmic EGFP: recorded beside Dynein transport, whose call it bears; z-score; measured here: cytoplasmic GR-EGFP intensity; active compounds read high
Dynein transport nuclear GR-EGFP: recorded beside Dynein transport, whose call it bears; z-score; measured here: nuclear GR-EGFP intensity;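 lower value marks the stronger effect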
Dynein transport cell count: recorded beside Dynein transport, whose call it bears; z-score; measured here: cell count per field
Insulin prom up cell count: also measured in Insulin prom up; calls as there; cell count; measured here: cytotoxicity, nuclei count;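 total cells summed across four imaged fields per well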
b-catenin transl cell count 5 µM: also measured in b-catenin transl; calls as there; cell count; measured here: cell count, cytotoxicity flag
MT stabilize HCS Hoechst-high %: second read-out of MT stabilize HCS, no call of its own (marks repeat the call); % Hoechst-high responders; measured here: nuclear condensation Hoechst responders;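 share of cells brighter than vehicle mean plus two SD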
MT stabilize HCS cytotoxicity %: second read-out of MT stabilize HCS, no call of its own (marks repeat the call); toxicity, %; measured here: cytotoxicity by cell density;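 0% = mean cell density of plate MIN control wells and 100% = no cells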
Autophagy HCS cell loss 18 h: also measured in Autophagy HCS; calls as there; toxicity, %; measured here: cell loss, nuclei count;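 cell loss after 18 h compound exposure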
* marks the source's active call; other numbers are inactive results; i = inactive; ? = inconclusive; . = not tested or not shown; [ ] = dose if it differs, or a comment.

canonical_smiles	MT stabilize HCS	MT stabilize HCS Hoechst-high %	MT stabilize HCS cytotoxicity %	Dynein transport	Dynein transport cytoplasmic EGFP	Dynein transport nuclear GR-EGFP	Dynein transport cell count	M1AAP inhibition	Insulin prom up	Insulin prom up cell count	Autophagy HCS	Autophagy HCS cell loss 18 h	M17LAP inhibition	ER stress rescue	b-catenin transl	b-catenin transl cell count 5 µM	UTI89 phage lysis
O=C(O)c1ccc(S(=O)(=O)Cc2ccccc2)cc1	3.2	2.8	7.2	-0.467	-0.257	-0.336	1.44	4.1%	0.51	2085	i	-7.4	0.4%	-0.1%	0.1	1036	0.1%
Cc1ccc(F)cc1NC(=O)Cc1ncc(C(F)(F)F)cc1Cl	2.0	1.3	0.3	.	.	.	.	5.9%	-0.08	1902	i	-0.3	1.4%	-1.3%	-2.9	1066	0.7%
COc1ccc(Nc2nccc(OC)c2C#N)cc1	2.6	1.2	7.2	-0.261	-0.221	-0.437	0.389	-0.5%	1.34	1525	i	22.7	-6.0%	-0.1%	0.9	1400	5.2%
Cc1cccc(C)c1N1C(=O)CC(N2CCSCC2)C1=O (stereo unspecified)	.	.	.	0.959	-0.171	1.09	-0.948	0.2%	0.72	977	.	.	-8.8%	.	0.4	1321	-0.7%
Cc1nn(Cc2ccc(Cl)cc2)c(=O)n1N(C)c1ncc(C(F)(F)F)cc1Cl	1.5	0.8	7.4	-0.014	-0.0474	0.165	0.765	7.2%	.	.	i	2.7	0.2%	-1.2%	-0.9	1249	3.0%
OCCNCc1ccc(OC2CCCC2)cc1	2.7	0.3	37.0	-1.25	0.479	-0.198	0.884	1.3%	.	.	i	4.6	1.1%	-2.3%	.	.	5.6%
Cc1cccn2c(CN[C@H]3CCCCNC3=O)c(C(=O)N3CCOCC3)nc12	3.5	1.7	0.5	1.39	-0.21	0.916	-0.978	0.7%	-0.63	1349	i	11.1	-2.7%	-1.2%	2.1	1075	0.5%
CCC(C)(C(=O)NC1CCCC1)N(C(=O)Cc1cccs1)c1c(C)n(C)n(-c2ccccc2)c1=O (stereo unspecified)	2.6	1.9	11.1	-0.83	-0.23	0.302	-0.277	-0.6%	0.07	1264	i	-1.9	-3.5%	-2.3%	-1.1	1013	-0.3%
CC(=O)Nc1c(O)c2ccccc2[nH]c1=O	2.2	2.5	10.0	-0.293	-0.325	-0.0836	0.914	0.3%	.	.	i	-1.3	-3.5%	0.4%	-1.7	1072	-0.1%
CCCC(=O)Nc1cc(C(=O)O)ccc1S(=O)(=O)c1ccc(Cl)cc1	2.6	4.1	14.4	-1.14	-0.233	0.113	0.834	4.4%	0.52	1239	i	-5.2	-1.3%	-2.8%	-5.0	548	2.3%[50 µM]
CCC(=O)N(CCC(c1ccccc1)c1ccco1)Cc1cccs1 (stereo unspecified)	4.8	1.3	7.2	0.895	0.0458	0.504	-0.312	4.2%	-0.42	1514	i	8.4	4.8%	7.0%	-0.2	1255	1.6%
COc1ccc(OC)c(S(=O)(=O)N2CCC(C(=O)N3CCN(Cc4ccccc4)CC3)CC2)c1	2.6	0.2	50.4	0.867	-0.249	1.09	-0.596	5.1%	.	.	i	1.7	7.5%	-1.6%	.	.	6.1%
c1ccc2c(c1)Nc1ccncc1S2	.	.	.	0.705	-0.254	-0.0709	-0.0505	12.8%	0.02	1078	.	.	-3.3%	.	0.1	1194	2.8%
COc1ccc(-c2nc3ccccc3n2CCC(C)C)cc1OC	2.6	1.4	6.2	0.0965	0.069	0.25	0.0755	4.0%	-0.78	887	i	27.6	9.0%	0.2%	.	.	1.1%[50 µM]
CCCNC(=O)NC(=O)COc1ccc2oc3ccccc3c2c1	1.0	1.0	4.8	0.228	-0.195	0.55	-0.731	12.0%	0.41	982	i	-8.7	2.1%	0.7%	1.6	1066	-0.1%
CCC(=O)NC(=S)Nc1cccc(C(C)=O)c1	1.9	1.9	6.2	0.184	-0.192	0.463	-0.161	7.2%	0.29	1529	i	-4.5	3.5%	-1.3%	0.8	1349	0.1%
COc1ccc(-c2nc(SC)n(S(=O)(=O)c3ccccc3)n2)cc1	4.5	3.0	7.7	1.18	-0.193	0.415	0.313	3.1%	0.25	1192	i	-3.2	0.5%	0.9%	-4.4	935	-0.2%
Cc1ccc2sc(NC(=O)c3ccc(N4C(=O)CCC4=O)cc3)nc2c1C	4.3	1.4	13.6	-0.711	-0.242	0.211	0.805	-2.4%	-0.22	1176	i	12.5	24.4%	-4.5%	-0.5	529	0.0%
CCCCCCCn1ccc(=N)cc1	1.6	0.8	3.8	-1.19	-0.376	-0.414	0.865	19.7%	?	.	i	13.1	-17.3%	-1.0%	-0.5	1066	-0.1%
CCCOc1ccc(C(=O)Nc2cc(-c3nn4c(C)nnc4s3)ccc2C)cc1	5.0	3.3	9.4	-0.132	-0.279	0.0801	0.231	7.0%	1.4	893	i	10.5	4.3%	1.5%	.	.	2.0%
CCn1c2ccccc2c2cc(NC(=O)CSc3nnc(-c4ccccc4OC)n3N)ccc21	7.0	5.3	6.0	-0.7	-0.3	-0.255	-0.0648	5.9%	-0.02	1157	i	-1.4	2.1%	7.8%	-6.0	937	4.2%
CCc1cccc(C)c1NC(=O)c1ccccc1	2.0	1.5	0.3	2.01	-0.289	1.05	-0.94	-8.2%	-0.18	1104	i	2.8	22.9%	-2.2%	0.0	1015	1.3%
COc1ccc(/C=N/NC(=O)CNc2ccc(Br)cc2)c(C(=O)O)c1OC	3.4	3.4	5.1	-0.218	-0.195	-0.412	0.0456	12.5%	-0.73	1276	i	-13.4	38.5%	-0.5%	1.6	1088	0.2%
CCOc1ccc(N(CCCCO)C(=S)NC(=O)c2ccc(C)c(Br)c2)cc1	2.1	1.5	4.4	0.668	-0.152	0.93	-0.502	2.4%	-2.09	1155	i	-4.3	7.1%	15.4%	-4.6	1071	0.1%
CC(C)CNc1nc(SCC(=O)Nc2ccccc2)nc(N2CCOCC2)n1	0.5	0.6	3.0	-0.718	-0.274	0.0595	0.832	-0.4%	-0.32	1590	i	-14.1	4.3%	-0.6%	-5.1	1102	-2.8%
CC(=O)Nc1ccc(NC2=CC(=O)CC(C)(C)C2)cc1	4.0	3.6	6.5	-0.295	-0.222	-0.339	0.28	8.6%	-0.39	1304	i	-1.3	-10.3%	.	.	.	0.3%
COC(=O)CCSCC(=O)N1N=C(c2ccc(OC)cc2)CC1c1cccc(OC)c1OC (stereo unspecified)	7.0	1.8	12.3	-0.346	-0.303	-0.351	0.557	7.7%	0.09	1311	i	-6.3	4.7%	1.3%	-1.5	1012	-0.4%
Nc1ncc(-c2ccccc2)n1CC1CCCO1 (stereo unspecified)	1.7	0.7	5.9	-0.479	-0.159	-0.338	-0.175	-7.2%	-0.12	1453	i	2.4	-0.8%	5.0%	-1.7	1302	0.4%
CC(C)CNC(=O)Nc1ccc(F)c(Cl)c1	3.3	1.3	4.9	2.36	-0.243	1.17	-0.903	-1.7%	0.28	1537	i	20.0	-0.5%	-1.4%	0.0	1528	0.0%
Cc1oc(-c2ccc(C(F)(F)F)cc2)nc1CN(Cc1ccccn1)C[C@@H]1CCC(=O)N1	6.2	2.1	4.7	-1.36	-0.248	-0.847	0.789	-2.4%	-0.74	1394	i	16.0	3.1%	2.6%	0.0	992	0.0%
Cc1[nH]nc(Nc2ccc(Br)cc2)c1[N+](=O)[O-]	.	.	.	-0.586	-0.248	-0.287	1.14	12.5%	-0.18	1032	.	.	7.3%	.	0.9	1338	1.0%
Cc1c(C#N)c(NC(=O)CCl)n(Cc2cccs2)c1C	39.5*	8.6*	42.5*	-5.25*	1.25*	-2.36*	0.307*	1.4%	-1.31	578	i	10.8	-2.3%	-0.6%	3.5	1067	0.1%
Cc1ccc(-c2csc(NNC(=O)c3ccccc3)n2)cc1	3.0	3.1	2.5	-0.715	-0.307	-0.842	0.685	-5.1%	0.38	1479	i	-20.1	15.1%	-0.5%	-7.0	531	5.2%
Cc1ccc(NC(=O)CSc2nnc(C)n2CC2CCCO2)cc1 (stereo unspecified)	3.0	4.6	7.1	-0.609	0.306	0.0684	-0.199	0.8%	-0.28	1219	i	-9.4	-0.7%	0.4%	1.7	1048	-0.6%
O=C(N/C(=C\c1ccccc1)C(=O)N1CCN(CCO)CC1)c1ccccc1	2.5	3.2	13.2	2.15	-0.0883	0.843	-0.865	1.5%	-0.32	1174	i	0.4	-7.3%	-2.6%	.	.	0.3%
CCOC(=O)C1=C(c2ccccc2)N=c2s/c(=C\c3ccc(O)cc3)c(=O)n2C1c1cccs1 (stereo unspecified)	2.8	1.3	6.4	-1.24	2.56	-0.396	1.59	12.6%	-0.34	1087	i	35.0	0.4%	1.5%	0.7	1464	-0.3%
COc1cc2c(cc1OC)C(=S)NC(C)(C)C2	1.9	1.1	6.9	0.00698	-0.301	0.165	0.292	8.8%	0.87	856	i	-22.1	0.2%	4.5%	.	.	0.4%

From PubChem BioAssay
